Yp Topo-I inh = blocks Yersinia pestis topoisomerase I activity; Y. pestis Topo-I cleavage product accumulation, plate reader; activity, % at 10 µM; 360,000 compounds, 0.064% hits; AID 504884; in the data active means activity above about 50%, passing the limit was not always enough; inconclusive means no clear call, values can overlap the other calls; further: inactives centre near 2
BoNT A protease = BoNT A light chain protease inhibition; multiplex microsphere protease substrate cleavage, flow cytometry; inhibition, % at 10 µM; 360,000 compounds, 0.17% hits; AID 588499; further: plate controls were buffer without enzyme for full effect and enzyme alone for no effect
Anthrax LF inh2 = inhibitors of Bacillus anthracis lethal factor protease. multiplex microsphere protease cleavage assay, LF. inhibition, % at 10 µM. 360,000 compounds, 0.12% hits; further: plate controls were buffer without enzyme for full effect and enzyme alone for no effect
Target sequence (P15917 whole entry, looked up): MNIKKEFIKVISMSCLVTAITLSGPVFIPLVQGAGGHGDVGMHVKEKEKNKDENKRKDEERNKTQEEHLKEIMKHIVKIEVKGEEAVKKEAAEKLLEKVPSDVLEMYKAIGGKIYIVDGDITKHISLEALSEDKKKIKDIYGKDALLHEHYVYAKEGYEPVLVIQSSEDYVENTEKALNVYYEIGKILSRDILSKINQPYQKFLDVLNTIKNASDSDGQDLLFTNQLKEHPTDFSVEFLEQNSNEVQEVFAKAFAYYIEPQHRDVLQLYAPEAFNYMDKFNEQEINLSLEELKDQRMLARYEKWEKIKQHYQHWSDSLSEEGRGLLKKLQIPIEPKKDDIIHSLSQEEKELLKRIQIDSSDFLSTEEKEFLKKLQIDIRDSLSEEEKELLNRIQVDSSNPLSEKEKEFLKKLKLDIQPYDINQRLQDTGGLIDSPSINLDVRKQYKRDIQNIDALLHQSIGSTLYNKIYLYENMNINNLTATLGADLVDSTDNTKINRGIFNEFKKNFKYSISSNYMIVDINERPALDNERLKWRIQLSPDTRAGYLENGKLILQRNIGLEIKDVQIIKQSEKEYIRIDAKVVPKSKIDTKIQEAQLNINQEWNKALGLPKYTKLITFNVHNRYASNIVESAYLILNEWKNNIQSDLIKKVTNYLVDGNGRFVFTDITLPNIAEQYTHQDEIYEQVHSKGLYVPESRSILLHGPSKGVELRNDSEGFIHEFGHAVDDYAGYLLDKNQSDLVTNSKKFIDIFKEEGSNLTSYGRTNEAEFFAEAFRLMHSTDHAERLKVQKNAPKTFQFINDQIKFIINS
PfHsp40 yeast = restores yeast growth despite PfHsp40 toxicity. growth rescue, % at 12.5 µM. AID 504582. 340,000 compounds, 0.68% hits. S. cerevisiae expressing PfHsp40, growth rescue, ATP luminescence; in the data active means growth rescue above about 28%, passing the limit was not always enough; inconclusive means no clear call, values can overlap the other calls;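 further: yeast W303a lacking pdr1 and pdr3 grown in galactose medium; growth measured after three days at 30 °C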
DUSP3 inh = inhibitors of human VHR1 phosphatase (DUSP3); recombinant VHR phosphatase, pNPP absorbance; inhibition, % at 13.3 µM; 290,000 compounds, 0.52% hits; AID 1654; in the data active means inhibition above about 50%; further: some compounds called inactive have numbers as strong as hits
Target sequence (P51452 whole entry, looked up): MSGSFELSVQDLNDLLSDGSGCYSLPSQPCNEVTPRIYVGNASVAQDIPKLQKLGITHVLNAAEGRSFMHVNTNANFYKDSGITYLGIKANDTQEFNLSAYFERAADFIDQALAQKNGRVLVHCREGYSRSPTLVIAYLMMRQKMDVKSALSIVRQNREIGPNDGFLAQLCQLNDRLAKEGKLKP
PriA SSB inh = inhibitors of Klebsiella pneumoniae PriA binding to SSB C-terminal tail. AlphaScreen SSBct-PriA binding, biotinylated peptide. inhibition, % at 33 µM. 430,000 compounds, 0.6% hits. AID 1272365; in the data active means inhibition mostly above about 37%, no sharp cut-off; inactive means mostly below about 20%;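 further: plate controls were negative control peptide for no effect and reference peptide for full effect; strong numbers were not always called active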
CCHFV vOTU inh = blocks the CCHF virus ovarian tumor domain protease | 370,000 compounds, 0.55% hits | inhibition, % at 11.5 µM | CCHFV vOTU protease, Pep-AMC fluorescence; in the data active means inhibition above about 30%; further: 0% = vehicle wells with enzyme and 100% = no enzyme wells
BH1578 lux ind = induces V. cholerae light production without autoinducers | V. cholerae BH1578 lux reporter, luminescence, 6 h | activation, % at 18.7 µM | 350,000 compounds, 0.16% hits; in the data active means activation mostly above about 9.7%, no sharp cut-off; inconclusive means no clear call, values can overlap the other calls; inactive means mostly below about 3.7%; further: not every result past the cut was called active; inactives centre near 0; reference of the scale not given here
TcdB GH inh = blocks C. difficile toxin B glycohydrolase activity; TcdB glycohydrolase enzymatic assay, plate reader; inhibition, % at 9.99 µM; 350,000 compounds, 0.24% hits; in the data active means inhibition above about 10%
3CLpro inhibitor = SARS-CoV 3CLpro protease inhibition | 290,000 compounds, 0.14% hits | AID 1706 | recombinant SARS-CoV 3CLpro, quenched FRET peptide cleavage | inhibition, % at 6 µM; in the data active means inhibition above about 12%
Active calls of the source: *; i = inactive; ? = inconclusive; · = not tested or not shown; & = joins results of further samples. Unless noted, no stated cut-off is given here; in the data, active means inhibition above about 30%; inconclusive means no clear call, values can overlap the other calls; inactive means below that. A portion of the library. The share of hits here may be higher or lower than overall.

SMILES	Yp Topo-I inh	BoNT A protease	Anthrax LF inh2	PfHsp40 yeast	DUSP3 inh	PriA SSB inh	CCHFV vOTU inh	BH1578 lux ind	TcdB GH inh	3CLpro inhibitor
Cc1c(Cl)c(C(F)F)nn1CC(=O)NC1C(=O)N2C(C(=O)O)=C(CSc3nnnn3C)CSC12 (stereo unspecified)	4	-1.3	3	0.5	-11	6	4	i	2.1	0
O=C(NCC1CCCO1)c1cccc(NC(=O)c2cccs2)c1 (stereo unspecified)	5	0.3	-4	-2.0	22	2	-7	i	1.3	-1
Cc1nn(Cc2ccccc2)c(C)c1C=C1C(=O)NC(=O)NC1=O	-7	0.7	-5	0.2	0	-2	1	-0.2	·	3
Cc1ccc(-c2nc(CS(=O)CC(=O)N3CCC4(CC3)OCCO4)c(C)o2)cc1 (stereo unspecified)	5	0.3	0	-0.1	-5	·	-3	-0.2	·	-7
CC(=O)c1ccc(NC(=S)N(Cc2ccccc2)C(C)C2CC2)cc1 (stereo unspecified)	-2	-1.0	-9	0.2	6	-5	0	i	-0.3	3
COc1ccc(N(CC(=O)NCCc2cccc(C)c2)S(=O)(=O)c2c(C)noc2C)cc1	22	-0.1	-4	0.0	38	-28	·	1.1	·	1
O=C(NCc1ccccn1)c1cn(-c2ccccc2)nc1-c1ccc(Cl)cc1	2	-0.2	-8	4.4	17	-6	-10	-3.3	·	1
CCC(CC)C(=O)c1c[nH]c(C(=O)NCc2ccccn2)c1	-7	-0.1	-2	-0.2	40	3	-5	-0.6	2.1	-2
CSc1ccc(C(=O)C2CCCN(C)C2)cc1 (stereo unspecified)	1	-0.1	-1	0.5	53*	-24	13	i	-1.4	0
COc1cc2c(cc1NC(=O)COC(=O)[C@@H](NC(=O)c1ccccc1)C(C)C)oc1ccccc12	21	-0.2	1	3.1	-8	7	-9	-0.4	0.2	-1
O=C(CCc1ccccc1)NNC(=O)Nc1ccc(Br)cc1	-8	-19	-4	0.5	11	-14	7	-0.5	1.7	1
O=C1N/C(=C\c2ccc(O)cc2)C(O)=C1C=NCc1ccccc1	-11	0.5	0	-1.2	4	7	9	-0.3	·	-2
COc1ccc(Nc2ncnc3sccc23)c(OC)c1	-11	-1.4	-10	-2.2	2	12	9	-16	1.8	4
O=C(NCCCN1CCCC1)c1ccc(Cn2c(=S)[nH]c3ccc(Br)cc3c2=O)cc1	·	·	·	·	-5	·	-5	·	0.2	-2
O=C(Cn1c(=O)cnc2ccccc21)NCC(=O)Nc1ccc(F)c(F)c1	-5	1.4	0	1.0	·	-8	-11	i	0.2	·
Cc1ccc(C(=O)NNC(=O)c2ccc(C)cc2)cc1	42	2.2	-7	·	34	-1	8	-0.4	-1.2	0
O=C(O)c1ccc(N/N=C/c2c[nH]c3ccccc23)cc1	-3	-3.1	4	-1.0	7	·	13	i	5.1	-2
N=C1C(c2ccccc2)=C(O)CN1NC(=O)c1ccccc1	3	-0.6	-1	-0.3	36	-9	3	-0.2	0.2	4
Cc1ccc(-c2noc(CN(C(=O)CCCN3C(=O)c4ccccc4C3=O)C(C)C)n2)cc1	35	0.8	-3	-0.1	·	-15	9	0.4	·	3
O=C(CNC(=O)OCc1ccccc1)Nc1ccc(F)cc1	-9	-1.7	0	-0.3	·	-18	-5	i	0.3	·

Four structures from above, arranged by length of the SMILES, lowest first.
SMILES	Yp Topo-I inh	BoNT A protease	Anthrax LF inh2	PfHsp40 yeast	DUSP3 inh	PriA SSB inh	CCHFV vOTU inh	BH1578 lux ind	TcdB GH inh	3CLpro inhibitor
N=C1C(c2ccccc2)=C(O)CN1NC(=O)c1ccccc1	3	-0.6	-1	-0.3	36	-9	3	-0.2	0.2	4
O=C(O)c1ccc(N/N=C/c2c[nH]c3ccccc23)cc1	-3	-3.1	4	-1.0	7	·	13	i	5.1	-2
CCC(CC)C(=O)c1c[nH]c(C(=O)NCc2ccccn2)c1	-7	-0.1	-2	-0.2	40	3	-5	-0.6	2.1	-2
O=C(NCc1ccccn1)c1cn(-c2ccccc2)nc1-c1ccc(Cl)cc1	2	-0.2	-8	4.4	17	-6	-10	-3.3	·	1

(listing goes on)
SMILES	Yp Topo-I inh	BoNT A protease	Anthrax LF inh2	PfHsp40 yeast	DUSP3 inh	PriA SSB inh	CCHFV vOTU inh	BH1578 lux ind	TcdB GH inh	3CLpro inhibitor
CCN(C(=O)COC(=O)C12CC3CC(CC(NC(C)=O)(C3)C1)C2)C1CCCCC1	2	3.2	-4	-1.0	·	6	-2	-1.1	-0.3	·
O=C(COc1ccccc1Cl)c1ccc[nH]1	-7	-0.6	-6	0.7	10	-19	-5	-1.0	0.1	1
O=C(NC1CCCCC1)c1ccccc1NC(=S)NC(=O)C1CCC1	4	0.6	-2	-0.5	-14	1	-20	i	·	1
COc1ccc(N2CCN(C(=O)c3ccc(S(=O)(=O)N4CCCCCC4)cc3)CC2)cc1	5	5.5	7	-1.5	·	1	-5	i	0.7	·
C=CCNC(=S)N1CCN(c2ccccc2Cl)CC1	12	-13	-2	3.1	4	-3	-2	i	0.0	-3
CCOc1ccc(S(=O)(=O)Nc2cccc(C(=O)N(C)Cc3cccc(OC)c3OC)c2)cc1	25	-3.9	-4	1.4	-2	-6	21	0.7	0.4	2
CC(C)(C)c1ccc(-c2nc(C#N)c(N3CCC(C(N)=O)CC3)o2)cc1	1	1.7	4	-1.6	-19	25	-67	-1.1	-0.7	3
Cc1csc(NS(=O)(=O)c2cccc([N+](=O)[O-])c2)n1	-8	-0.3	-11	-0.8	10	-2	-2	0.3	-1.5	5
CCOc1ccc(N2C(=O)CC(N(CCc3ccc(OC)cc3)C(=O)c3cccc(F)c3)C2=O)cc1 (stereo unspecified)	12	-1.3	2	0.6	-18	-8	-12	-0.3	1.1	1
Cc1ccc(NS(=O)(=O)c2cc(C(=O)Nc3cccc([N+](=O)[O-])c3)ccc2C)cc1	-15	0.0	0	0.7	-2	-3	6	0.1	-0.2	1
C[C@@H](CO)NC(=O)c1ccc2c3n(nc2c1)-c1ccc(Cl)cc1CO3	-4	-0.3	0	-0.7	15	-4	-1	i	·	·
CCN1C(=O)C2(C(C(=O)c3ccc(C)o3)=C(O)C(=O)N2CCCN2CCOCC2)c2ccccc21 (stereo unspecified)	-6	-0.2	-3	-1.8	18	1	0	i	·	5
CCCCn1c(N)c(NCCC(C)C)c(=O)[nH]c1=O	9	1.2	-2	0.4	6	0	4	-0.2	-4.3	-6
C/C(=N\Nc1nc(N)cc(Cl)n1)c1ccc(Cl)c(Cl)c1	-16	-0.4	-4	1.0	21	·	13	-0.3	0.0	1
O=C(Nc1c(-c2ccc3c(c2)OCO3)[nH][nH]c1=O)c1ccccc1	·	-1.0	-9	·	·	·	42*	·	-9.8	·
CC(C)CC(=O)N[C@H](C(=O)N[C@H](C(=O)N[C@@H](CC(C)C)[C@@H](O)CC(=O)N[C@@H](C)C(=O)N[C@@H](CC(C)C)[C@@H](O)CC(=O)O)C(C)C)C(C)C	0&0	-0.3&0.3	-4&2	-1.9	-11	-13	0&1	-0.3	0.9&0.3	-1
COc1ccc(CN2CCC(C(=O)c3ccc(F)cc3)CC2)cc1	-19	1.0	10	0.5	10	5	-4	0.3	0.0	-1
Cn1c(=O)c2cc(S(=O)(=O)NC(C(=O)NC3CCCCC3)c3ccccc3)ccc2n(C)c1=O (stereo unspecified)	8	-0.6	1	-0.5	42	-10	-3	-0.2	1.5	-4
Cc1ccc(C(=O)NNC(=O)c2cc(OCC(F)(F)F)ccc2OCC(F)(F)F)cc1	-1	?	-2	-0.4	27	0	12	-2.1	·	1
C[C@@H]1CN([C@@H](C)CO)S(=O)(=O)c2ccc(Br)cc2O[C@H]1CN(C)C(=O)c1ccccc1	24	-0.2	3	·	·	·	9	i	1.2&-3.9	·
COc1ccc(C(=O)NC(C)CCc2ccccc2)c(O)c1 (stereo unspecified)	-4	-1.4	3	5.6	20	-6	3	-0.8	-0.7	4
CCN(CC)S(=O)(=O)c1ccc(C(=O)NCCN2C(=O)S/C(=C\c3cccnc3)C2=O)cc1	-1	-0.3	0	4.4	30	-4	-2	-0.3	-1.4	-3
CCCC(=O)NC(c1ccco1)c1cc(Cl)c2cccnc2c1O (stereo unspecified)	-4	-1.0	3	-1.1	-8	3	1	1.2	·	-3
COC(=O)/C=C/c1ccc(-n2cncn2)cc1	-5	-0.6	0	1.0	11	10	3	6.7	0.3	1
CN(C)c1ccc(C=NN2C(=O)CSC2=S)c(Cl)c1	-4	9.4	22	·	·	·	16	4.8	-9.8	·
COc1ccc(CN2C(=O)C(CC(=O)NC3CC3)CC(C(=O)N3CCOCC3)=C2C)cc1 (stereo unspecified)	·	0.1	-1	·	·	·	18	·	0.4	·
Nc1c(N(CCC2=CCCCC2)C(=O)Cc2ccccc2F)c(=O)[nH]c(=O)n1Cc1ccccc1	2	·	·	-0.7	·	-4	9	i	0.9	·
COc1cc(OC)cc(C(=O)N2CCN(c3ncccn3)CC2)c1	4	-0.4	3	-0.8	-5	-14	5	i	2.3	-7
Cc1ccccc1Cn1nnc(-c2cccc(C(=O)O)c2)n1	3	-0.5	3	1.7	6	-11	3	i	·	1
Cc1ccc(CNC(=O)CN2CCN(Cc3ccc(Cl)cc3)C2=O)cc1	17	-1.5	-2	-0.7	6	-9	9	-0.9	·	4
CC(Oc1ccc(Br)cc1)C(=O)Nc1nnc(C2CC2)s1 (stereo unspecified)	-3	·	·	8.5	·	-13	-13	i	1.9	·
O=C(NCc1ccccc1Cl)c1csc([C@@H]2O[C@H](CO)[C@H](O)[C@H](O)[C@H]2O)n1	11	0.0	-7	·	·	·	4	i	0.6	·
COC(=O)c1ccc(-c2ccc(/C=N/N3C(=O)C4C5C=CC(C6CC56)C4C3=O)o2)cc1 (stereo unspecified)	9	6.6	2	0.1	5	·	9	-0.3	·	-2
CO/N=C(\c1nonc1N)N1CCN(c2ccc(Cl)cc2[N+](=O)[O-])CC1	-8	-0.7	-6	7.5	20	·	11	1.6	·	5
CC(=O)Nc1cccc(C(=O)Nc2cc(C(F)(F)F)ccc2-n2cncn2)c1	-4	-0.2	-5	·	·	·	-4	i	-0.2	·
C[C@H]1CN([C@@H](C)CO)S(=O)(=O)c2ccc(Br)cc2O[C@@H]1CN(C)C(=O)CCN1CCCCC1	9	0.1	-5	·	·	·	-11	-0.4	0.6&-0.4	·
CC(=O)n1cc(C2C(=O)CCCC2=O)c2ccccc21	-9	-0.8	0	-0.4	10	8	11	0.5	·	-4
COc1ccc(NC(=O)c2ccccc2NC(=O)NC2CCCCC2)cc1	5	1.0	-4	-0.8	-8	-10	10	i	·	-4
CC(C)NC(=O)COc1coc(CN2CCN(c3ccccc3)CC2)cc1=O	7	0.4	-1	-1.2	13	-17	18	-0.3	0.1	-4
CC(=O)c1ccc(S(=O)(=O)N2CCN(CC(=O)NC(=O)NC3CCCCC3)CC2)cc1	21	3.7	5	-0.3	·	2	-8	-2.7	-0.2	·
O=C(Cn1sc2ccccc2c1=O)Nc1ccc(F)cc1	5	8.2	0	·	·	·	-10	-0.7	0.7	·
COc1cccc(-n2nc(-c3ccnn3-c3ccc(F)cc3)c(=O)n(C)c2=O)c1	1	-0.4	0	-0.4	7	-9	4	i	·	1
COC(=O)c1ccc(Cn2c(C)c(C(=O)NCc3ccc([N+](=O)[O-])cc3)sc2=O)o1	5	-1.2	-14	·	·	·	-1	i	0.5	·
Cn1c(C(=O)NC2CCCCCC2)cc2c(=O)n(C)c3ccccc3c21	29	-0.6	-3	0.2	0	-1	10	0.6	0.9	-5
C=CCNC(=O)C1CCN(c2ccc(S(=O)(=O)N3CCOCC3)cc2[N+](=O)[O-])CC1	0	-2.0	0	0.0	25	-16	11	-0.3	·	-2
O=C(CCl)Nc1cccn2ncnc12	-8	-0.7	-5	-0.1	-4	-15	2	i	·	-3

Screening data (PubChem BioAssay)
